# CaV13 ICDI inh = Disruptors of the CACNA1D IQ motif to Ca2+-dependent inactivation inhibitor domain association, primary screening, Förster resonance energy transfer in intact living …. HEK cells, CFP/YFP FRET ICDI-IQ, plate reader, 10 min; percent FRET-ratio fall versus neutral wells. inhibition, % at 12.3 µM. hit rate 0.098% among 340,000;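 active = mean replicate inhibition of at least 30% and at least 1% of replicates passing that level; inconclusive = only one of the two criteria is met; inactive = neither criterion is met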;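 note: 0% = median of the neutral control wells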
# Glyco luc inh = increase of ERlucT glycosylation luciferase signal, primary screen, N-linked glycosylation inhibitor project, D54 ERlucT cells, luminescence, set 2 | reporter increase, % at 12.5 µM | AID 588692, 2011 | D54 ERlucT glycosylation luciferase reporter, 24 h; percent of 100 nM tunicamycin response | hit rate 0.23% among 360,000;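 active = mean luciferase reporter signal, scaled so untreated is 0 and the glycosylation-blocking control 100, at or above a set limit in every replicate; inconclusive = mean reaches the limit but not every replicate does; inactive = mean below the limit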;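 note: luciferase carries N-glycosylation sites so blocking glycosylation raises the light; 0% = median of neutral control wells and 100% = median of 100 nM tunicamycin wells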
# HTR2A ag = mouse Htr2a agonists via beta-arrestin recruitment, primary screen, cell-based, luminescence; hit rate 0.66% among 360,000; 5-hydroxytryptamine receptor 2A (Mus musculus), P35363; CHO-K1 mHTR2A beta-arrestin complementation; percent of 30 µM serotonin response; activation, % at 7.6 µM;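 active = activation above a run cutoff, the mean activation of all tested compounds plus 3 SD, cut at about 14% in these data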;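 note: 0% = plate median of compound wells and 100% = 30 µM serotonin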
# MC4R ag barr = MC4R agonists recruiting beta-arrestin, primary screen, cell-based, luminescence, agonist arm of biased-ligand search; U2OS MC4R beta-arrestin complementation; percent of melanotan II response, DMSO zero; activation, % at 8.9 µM; hit rate 0.98% among 360,000;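 active = activation above a per-plate cutoff, the mean activation of sample wells on that plate plus 3 SD, cut at about 8% in these data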
# PDI turbidity = inhibitors of human PDI, primary screen, biochemical, turbidity, single point, plate reader; Protein disulfide-isomerase (Homo sapiens), P07237; PDI insulin aggregation turbidity, A650, 90 min; hit rate 0.052% among 350,000; AID 588391, 2011; inhibition, % at 10 µM;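 active = mean inhibition across replicates of 30% or more, whatever share of single replicates reach that level; inconclusive = mean inhibition below 30% while every single replicate reaches 30%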;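 note: absorbance from insulin aggregation driven by PDI reduction with DTT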
# H9c2 protect = cardioprotection against H2O2-induced cell death, primary screen, uHTS, H9c2 cells, ATPLite luminescence | H9c2 cardiomyocytes, H2O2 injury protection, 2 h | hit rate 0.63% among 360,000 | protection from H2O2 cell death, % at 20 µM;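 active = compounds giving at least 50% protection of heart cells from peroxide-induced death in the single-dose screen, raw or plate-pattern-corrected value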;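 note: 0% = DMSO wells with peroxide and 100% = DMSO wells without peroxide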
# Exocytosis inh = LAMP-1 surface exposure blockers, TALL-104 cells – cell-based, flow cytometry, MLPCN library, primary screen; hit rate 0.66% among 360,000; TALL-104 LAMP-1 surface exposure; cells stimulated with thapsigargin and PMA; AID 651702, 2012; inhibition, % at 10 µM;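 active = inhibition above about 55%, limit read from the data; inconclusive = no clear call, values can overlap the other calls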
# MC4R antag cAMP = MC4R antagonists of cAMP signaling, primary screen, cell-based, TR-FRET, antagonist arm of biased-ligand search | Melanocortin receptor 4 (Homo sapiens), P32245 | hit rate 0.48% among 360,000 | MC4R-expressing cells, MTII-stimulated cAMP, LANCE TR-FRET | inhibition, % at 6.5 µM;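 active = inhibition above its plate's cutoff, the mean of tested wells on that plate plus 3 SD, cut at about 29% in these data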;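 note: 0% = Melanotan II alone and 100% = Melanotan II plus saturating MCL0020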
#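 Material: U2OS-MC4R stable cell line | Reagent: Melanotan II challenge after compound preincubation | Doses: One concentration, 6.5 µM nominal | Incubation: 30-min compound preincubation, 1-h Melanotan II challenge, 1-h detection, room temperature | Signal: TR-FRET cAMP assay | Replicates: One well per compound, no replicates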
# ABCB6 inh MLPCN = ABCB6 transporter inhibitors, primary screen, K562-ABCB6 cells, flow cytometry, MLPCN library | hit rate 0.19% among 360,000 | ATP-binding cassette sub-family B member 6 (Homo sapiens), Q9NP58 | fluorescence ratio to DMSO, % at 10 µM | K562-ABCB6 porphyrin accumulation, 1 h; active compounds read low;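 active = fluorescence ratio to DMSO below 75%, the collection mean minus 3 SD; inconclusive = too few cells collected in the well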;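 note: signal is porphyrin accumulated inside mitochondria; 100% equals median channel fluorescence of DMSO control wells; lower ratio means ABCB6 inhibition with less porphyrin fluorescence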
# Target sequence (Q9NP58 whole entry, looked up): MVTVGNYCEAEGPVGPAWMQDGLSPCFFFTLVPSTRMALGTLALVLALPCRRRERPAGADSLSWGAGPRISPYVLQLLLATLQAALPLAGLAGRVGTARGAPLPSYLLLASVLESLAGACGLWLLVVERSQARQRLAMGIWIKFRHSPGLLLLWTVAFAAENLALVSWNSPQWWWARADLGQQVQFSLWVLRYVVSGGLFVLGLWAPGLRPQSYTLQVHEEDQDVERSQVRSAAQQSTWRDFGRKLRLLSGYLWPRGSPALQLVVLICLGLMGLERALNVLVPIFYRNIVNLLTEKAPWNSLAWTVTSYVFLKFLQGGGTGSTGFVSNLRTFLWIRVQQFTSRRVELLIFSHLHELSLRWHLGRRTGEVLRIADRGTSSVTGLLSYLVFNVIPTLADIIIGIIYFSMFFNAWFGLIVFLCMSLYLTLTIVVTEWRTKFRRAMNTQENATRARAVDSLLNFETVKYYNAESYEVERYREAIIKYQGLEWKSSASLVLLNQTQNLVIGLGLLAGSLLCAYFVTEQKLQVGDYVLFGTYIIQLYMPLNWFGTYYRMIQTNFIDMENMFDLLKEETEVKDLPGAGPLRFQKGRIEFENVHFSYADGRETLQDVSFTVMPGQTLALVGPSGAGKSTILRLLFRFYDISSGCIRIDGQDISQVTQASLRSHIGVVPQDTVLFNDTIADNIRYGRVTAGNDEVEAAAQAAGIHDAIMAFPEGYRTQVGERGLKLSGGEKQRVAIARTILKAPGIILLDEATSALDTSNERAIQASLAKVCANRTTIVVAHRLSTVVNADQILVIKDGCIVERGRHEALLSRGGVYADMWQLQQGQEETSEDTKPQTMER
# ABHD5 PLIN5 PPI = ABHD5-PLIN5 interaction inhibitors, primary screen, cell lysate, split luciferase complementation, luminescence; Perilipin-5 (Homo sapiens) + 1-acylglycerol-3-phosphate O-acyltransferase ABHD5 (Homo …; Split G. princeps luciferase complementation, 4 h; inhibition, % at 4 µM; hit rate 0.78% among 360,000; AID 602281, 2012;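 active = inhibition above the mean inhibition across every tested compound plus 3 SD, cut at about 22% in these data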;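 note: 0% = DMSO only wells and the 100% control is not disclosed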
# * = called active by the depositor; ? = inconclusive; . = no result given.
SMILES,CaV13 ICDI inh,Glyco luc inh,HTR2A ag,MC4R ag barr,PDI turbidity,H9c2 protect,Exocytosis inh,MC4R antag cAMP,ABCB6 inh MLPCN,ABHD5 PLIN5 PPI
COCOCCn1cc(CN2CCS(=O)(=O)N(Cc3ccc(-c4ccccc4)cc3)C(CC(C)C)C2=O)nn1 (stereo unspecified),-6,1,3,-0.4,22,3,30,2,98,5
COc1ccc2[nH]c(=O)c(CN(Cc3ccccc3OC)Cc3nnnn3CC3CCCO3)cc2c1 (stereo unspecified),.,3,-2,-2.4,3,20,?,12,97,1
Cc1ccc(C)c(-n2c(SCC(=O)Nc3nonc3C)nnc2-c2ccoc2C)c1,0,-3,2,-1.5,0,-11,0,3,88,-2
COc1ccc(CNC(=O)CCSCc2cccc(Cl)c2)c(OC)c1,-5,1,-4,-0.2,0,5,1,-4,107,3
CC1=C(C(=O)Nc2ccccc2)C(c2ccc(Cl)cc2)n2c(s/c(=C/c3cccc(OCC(=O)O)c3)c2=O)=N1 (stereo unspecified),-5,0,-5,-0.3,-2,10,-4,20,107,27*
Cc1ccccc1NC(=O)c1c(Cl)nc(C)c(Cl)c1C,-3,0,7,-0.9,-12,-1,0,3,97,-2
CCOc1ccc(S(=O)(=O)Nc2ccc3c(c2)OCO3)c2cccnc12,-2,-1,1,-1.1,9,2,-2,-4,91,-5
O=C(Nc1cc(C(=O)Nc2ccccc2C(=O)O)cc(C(=O)Nc2ccccc2C(=O)O)c1)c1ccccc1,-5,-2,2,-0.4,-25,9,-1,0,98,6
COc1ccc(CN2CCSc3sccc3C2=O)cc1,-4,-1,0,-1.9,1,2,3,3,95,-3
CC(O/N=C/c1ccc(OC(F)F)cc1)C(=O)Nc1cccc(S(=O)(=O)N2CCOCC2)c1 (stereo unspecified),-5,-5,-8,-2.2,-2,-8,-1,13,95,4
COc1ccccc1NC(=O)C(C)N1CCN(C/C=C/c2ccccc2)CC1 (stereo unspecified),1,2,-5,0.5,-4,-12,-1,4,100,7
Cc1ccc(C)n1-c1nccc(-c2cccs2)n1,-2,-1,-5,-0.8,-2,-6,-1,8,108,-1
COc1ccc(CNC(=O)c2ccc(C(C)C)cc2)cc1,-4,-5,15*,-1.1,-5,-7,-1,6,102,2
N#Cc1c(NCCCO)nc(-c2ccccc2)c2c1CCCC2,.,1,-5,-1.5,-1,-6,2,-2,103,8
CCOc1ccccc1NC(=S)N(CCN(C)C)C(C)c1ccncc1 (stereo unspecified),-16,-1,2,1.9,-3,-2,-4,13,100,-4
CN(CC(=O)NCc1ccco1)S(=O)(=O)c1cccc2cccnc12,2,2,-2,-0.6,-2,-2,-9,4,106,6
C[C@H](CO)N1C[C@H](C)[C@@H](CN(C)C(=O)Nc2ccccc2)Oc2ccc(NC(=O)C3CCCCC3)cc2C1=O,-4,2,5,-0.3,-36,3,4,-2,99,3
Cn1cc(Br)c(C(=O)Nc2nccs2)n1,-3,3,2,-1.9,2,-2,2,-3,101,-3
O=C1[C@H]2[C@@H](c3ccccc3)N[C@]3(CCCN(CC4CCCCC4)C3=O)[C@H]2C(=O)N1Cc1ccccc1,-3,-1,2,1.2,-1,3,3,13,98,-1
CCCn1cnc2sc(CC)cc2c1=O,-7,4,3,-3.3,0,6,-2,0,101,-6
O=C1NC[C@H](CCCCN2C[C@H](Cc3ccc(O)cc3)N(CCc3ccc(O)cc3)C(=O)C2=O)N(CCc2ccc(O)cc2)C1=O,-4,.,0,.,.,.,0,.,111,8
C[C@H]1CN(CCc2ccccc2)C(=O)[C@@H]1CC(=O)NCc1ccccc1,-7,1,-3,-0.5,-7,2,-1,2,93,-2
CCOC(=O)C1CCCN(S(=O)(=O)c2ccccc2)C1 (stereo unspecified),-5,-1,0,1.7,-2,0,3,14,95,4
O=C(NCC1CCCO1)/C(=C\c1ccccc1)NC(=O)c1ccccc1 (stereo unspecified),8,5,5,-1.2,0,7,-2,8,95,3
O=C(OCC(=O)N1CCOCC1)c1ccc2ccccc2c1,-3,1,15*,-1.7,-5,8,3,3,97,2

# Ordered by formula weight (ascending): 3 of the compounds above.
SMILES,CaV13 ICDI inh,Glyco luc inh,HTR2A ag,MC4R ag barr,PDI turbidity,H9c2 protect,Exocytosis inh,MC4R antag cAMP,ABCB6 inh MLPCN,ABHD5 PLIN5 PPI
CCCn1cnc2sc(CC)cc2c1=O,-7,4,3,-3.3,0,6,-2,0,101,-6
Cn1cc(Br)c(C(=O)Nc2nccs2)n1,-3,3,2,-1.9,2,-2,2,-3,101,-3
CC(O/N=C/c1ccc(OC(F)F)cc1)C(=O)Nc1cccc(S(=O)(=O)N2CCOCC2)c1 (stereo unspecified),-5,-5,-8,-2.2,-2,-8,-1,13,95,4

# Looked up one by one from the entries so far:
SMILES,CaV13 ICDI inh,Glyco luc inh,HTR2A ag,MC4R ag barr,PDI turbidity,H9c2 protect,Exocytosis inh,MC4R antag cAMP,ABCB6 inh MLPCN,ABHD5 PLIN5 PPI
COc1ccc(CNC(=O)c2ccc(C(C)C)cc2)cc1,-4,-5,15*,-1.1,-5,-7,-1,6,102,2
COc1ccc(CN2CCSc3sccc3C2=O)cc1,-4,-1,0,-1.9,1,2,3,3,95,-3

# (next part)
SMILES,CaV13 ICDI inh,Glyco luc inh,HTR2A ag,MC4R ag barr,PDI turbidity,H9c2 protect,Exocytosis inh,MC4R antag cAMP,ABCB6 inh MLPCN,ABHD5 PLIN5 PPI
Cc1ccc(OCC(=O)N/N=C2\CC(=O)CC(C)(C)C2)c(Br)c1,-6,1,-6,-1.4,-14,1,0,7,106,0
CCOC(=O)C1CCCCN1C(=O)CCc1nnc(-c2ccc3c(c2)OCO3)o1 (stereo unspecified),-3,1,-4,-0.4,-6,3,-3,4,100,4
NC(=O)/C(=C\c1cccnc1)NC(=O)c1ccccc1,-2,3,-2,-1.4,5,2,2,17,90,1
CN(C)S(=O)(=O)N(CC(=O)Nc1ccccc1)c1ccccc1,-2,-2,7,-1.9,6,1,0,6,97,11
Cc1onc(-c2ccccc2)c1-c1n[nH]c(=S)n1-c1ccccc1Cl,-9,0,1,1.4,-1,4,1,12,96,-7
CCCOC(=O)CC1C(=O)NCCN1C(=O)OC(C)(C)C (stereo unspecified),0,3,-1,-0.3,8,-3,-3,17,97,0
Cn1c(N)c(C(=O)CSc2nc(N)cc(N)n2)c(=O)n(C)c1=O,-5,3,1,-3.0,4,-2,2,-8,90,-2
O=C(c1ccc([N+](=O)[O-])cc1)N1CCN(C(=O)c2cccs2)CC1,-3,2,1,0.4,6,1,1,5,100,-5
Cc1ccc2c(c1)CC1(CN2C)C(=O)OC(C)(C)OC1=O,-5,-2,1,-1.8,-3,-7,-1,5,100,3
Cc1ccc(-c2nnc(SCC(=O)NC3CCS(=O)(=O)C3)nc2-c2ccc(C)cc2)cc1 (stereo unspecified),-5,2,2,0.7,-5,-2,-4,13,102,6
O=C1CCCCN1CCC(=O)N1CCCC(Nc2ccc(F)c(F)c2)C1 (stereo unspecified),-3,0,-3,-1.2,-1,-1,29,16,97,0
COC(=O)CC1=C(C(=O)OC)[C@@H](c2ccccc2[N+](=O)[O-])C(C#N)=C(N)O1,-5,4,4,-0.3,6,-4,16,-5,88,2
Nc1nonc1-c1noc(COc2ccccc2Cl)n1,-4,-8,-7,1.6,-1,-4,-1,-9,94,-4
N#Cc1cccc(NC(=O)c2cc(C3CCCCN3C(=O)CCc3ccccc3)on2)c1 (stereo unspecified),-5,1,0,-1.4,-2,-2,0,2,100,-4
CC(C)[C@H](NC(=O)c1ccco1)C(=O)OCC(=O)Nc1ccc(F)cc1,-1,0,3,0.8,-4,11,1,-1,104,-3
O=C(OCC(O)C(O)C(O)C(SCc1ccccc1)SCc1ccccc1)c1ccccc1 (stereo unspecified),-4,0,4,17*,9,-2,-11,6,96,-9
Cc1ccc(-c2noc(/C=C/c3ccccc3)n2)cc1,-14,0,-2,-0.9,-25,-7,1,7,92,-2
Cc1nnc(SCC(=O)Nc2sc3c(c2C#N)CCCC3)[nH]c1=O,-7,1,-5,0.1,4,4,-2,-5,92,-12
CCOc1cc(-c2nc3ccccn3c2NCC2CCCO2)ccc1O (stereo unspecified),-5,3,10,-1.0,-10,24,-1,4,99,2
COC(=O)c1nc(N)sc1C,-5,0,7,-0.8,3,1,-2,-4,98,-2
O=[n+]1cc(-c2cc3ccccc3o2)n([O-])c2c1CCCC2,-4,0,7,0.2,0,-2,-1,-7,95,0
CCCCS/C(N)=N/N=C/c1ccccc1O,-8,1,-1,-1.8,-12,2,-2,-5,95,-7
CCN1C(C(=O)Nc2cc(C)on2)=C(O)c2ccccc2S1(=O)=O,-3,0,11,-0.9,-1,1,-1,4,94,5

# Entries of single compounds from above.
# `CC(C)[C@H](NC(=O)c1ccco1)C(=O)OCC(=O)Nc1ccc(F)cc1` is listed with CaV13 ICDI inh: -1; Glyco luc inh: 0; HTR2A ag: 3; MC4R ag barr: 0.8; PDI turbidity: -4; H9c2 protect: 11; Exocytosis inh: 1; MC4R antag cAMP: -1; ABCB6 inh MLPCN: 104; ABHD5 PLIN5 PPI: -3
# `O=C1NC[C@H](CCCCN2C[C@H](Cc3ccc(O)cc3)N(CCc3ccc(O)cc3)C(=O)C2=O)N(CCc2ccc(O)cc2)C1=O` is listed with CaV13 ICDI inh: -4; Glyco luc inh: .; HTR2A ag: 0; MC4R ag barr: .; PDI turbidity: .; H9c2 protect: .; Exocytosis inh: 0; MC4R antag cAMP: .; ABCB6 inh MLPCN: 111; ABHD5 PLIN5 PPI: 8
# `Cn1cc(Br)c(C(=O)Nc2nccs2)n1` is listed with CaV13 ICDI inh: -3; Glyco luc inh: 3; HTR2A ag: 2; MC4R ag barr: -1.9; PDI turbidity: 2; H9c2 protect: -2; Exocytosis inh: 2; MC4R antag cAMP: -3; ABCB6 inh MLPCN: 101; ABHD5 PLIN5 PPI: -3

# Source: PubChem (several laboratories)

# An unsorted share of the library (roughly 4.2% active in at least one column).
